Compound activity as filed in PubChem.
UTI89 phage lysis: protection from phage-mediated lysis, alamar blue read-out – E. coli UTI89, K1F phage, bacterial capsule biogenesis inhibitors (AID 488966). inhibition, % at 100 µM; hits with a dose series show IC50 in µM. E. coli UTI89 K1F phage lysis, alamar blue, 2 h; higher % means a stronger effect. 340,000 tested, 0.02% active;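 active = phage lysis inhibition, versus mean bacterial control, above a set limit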;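 also: capsule biogenesis inhibitors block K1F phage lysis so surviving cells raise fluorescence; higher fluorescence means more inhibition of phage lysis; actives were called in the ten point dose series up to 300 µM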
human PMI inhibitors: MPI inhibition at elevated mannose 6-phosphate – biochemical, fluorescence intensity, high mannose 6-phosphate, primary screen (AID 1220) | 190,000 tested, 0.66% active | inhibition, % at 20 µM; hits with a dose series show IC50 in µM | recombinant PMI enzyme, coupled fluorescence intensity; higher % means a stronger effect
PMI inhibitors: MPI enzyme activity inhibition – biochemical, fluorescence intensity, coupled assay, primary screen (AID 1209); purified PMI enzyme, coupled fluorescence intensity; higher % means a stronger effect; inhibition, % at 20 µM; hits with a dose series show IC50 in µM; 190,000 tested, 0.42% active;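 also: plate controls were DMSO vehicle for no effect and wells lacking substrate for full effect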
XIAP displacement: small molecules displacing peptide from XIAP – biochemical, IAP family, fluorescence polarization (AID 1018); XIAP BIR domain, fluorescence polarization peptide displacement; higher % means a stronger effect; displacement, % at 20 µM, or IC50 in µM where a hit was titrated; 200,000 tested, 0.007% active; in the data active = displacement above about 50%; also: a part of the inactive calls stands beside numbers as strong as those of hits
Hep lipid drop: modulators of hepatic lipid droplet formation | AML12 mouse hepatocytes, oleate lipid droplets, BODIPY imaging | inhibition, % at 6.5 µM | 240,000 tested, 0.4% active;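 active = lipid droplet intensity inhibited by at least 50%, with more than 500 cells counted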
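Technique: fluorescence imaging, 20x objective, two fields per well / Assay system: AML12 hepatocytes (mouse) / Measure: % inhibition of lipid droplet signal / Doses: 6.5 µM single-point dosing / Incubation: overnight exposure / Reagent: 100 µM oleic acid challenge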
Siah-1 displacement: Siah-1 peptide-binding antagonists, primary screen, biochemical, fluorescence polarization, rhodamine-plectin, uHTS (AID 1817) | Siah-1 / rhodamine-plectin peptide fluorescence polarization; higher % means a stronger effect | one-dose displacement, % at 20 µM; IC50 in µM for titrated hits | 290,000 tested, 0.02% active;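 active = displacement of at least 50% at 20 µM, with a fluorescence ratio check between 0.3 and a set limit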;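 also: plate controls were Siah plus tracer with DMSO for no effect and tracer alone without Siah for full effect; strong numbers were not always called active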
P. falciparum M1AAP: malaria alanyl aminopeptidase activity blockers – biochemical, fluorogenic H-Leu-NHMec substrate, 1536-well (AID 1445); recombinant M1AAP, H-Leu-NHMec fluorogenic kinetic assay; higher % means a stronger effect; one-dose inhibition, % at 30 µM; IC50 in µM for titrated hits; 220,000 tested, 0.42% active;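 active = primary inhibition above the hit cutoff, then over 50% inhibition at one or more dose response concentrations, cut at about 23% in these data, passing the limit was not always enough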;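 also: plate controls were DMSO full reaction for no effect and no enzyme background for full effect; strong numbers were not always called active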
P. falciparum M17LAP: P. falciparum M17LAP inhibitors, primary screen, biochemical, fluorogenic H-Leu-NHMec substrate, 1536-well (AID 1619); recombinant M17LAP, H-Leu-NHMec fluorogenic kinetic assay; higher % means a stronger effect; inhibition, % at 30 µM; hits with a dose series show IC50 in µM; 220,000 tested, 0.38% active;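 active = compound inhibiting the enzyme by more than half at any dose during confirmatory dose-response retesting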;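 also: plate controls were full reaction with DMSO carrier for no effect and no enzyme background for full effect; strong numbers were not always called active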
TNAP activation fold: stimulation of alkaline phosphatase TNAP activity – biochemical, luminescent, no phosphate acceptor, uHTS, primary screen (AID 1001) | purified TNAP, luminescent activation assay, no phosphate acceptor; higher activation fold means a stronger effect | activation fold at 20 µM; hits with a dose series show EC50 in µM | 200,000 tested, 0.03% active; in the data active = activation fold from about 3, or a potency from the dose series; inactive = the rest, 99 in 100 with activation fold below about 1.6; also: many of its hits are not listed in these tables
Hep lipid drop cells 6.5 µM: second read-out of Hep lipid drop, no call of its own (marks repeat the call); cell count; measured here: cell count, cytotoxicity flag;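 cells counted across two imaged fields per well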
Starred values were filed as active, the others as inactive; x = no result given; [ ] = remark or other dose. Rule as the data show it, unless noted: active = inhibition above about 50%; inactive = the rest.

SMILES | UTI89 phage lysis | human PMI inhibitors | PMI inhibitors | XIAP displacement | Hep lipid drop | Hep lipid drop cells 6.5 µM | Siah-1 displacement | P. falciparum M1AAP | P. falciparum M17LAP | TNAP activation fold
N=c1sccn1CC(=O)Nc1cc(Cl)ccc1Oc1ccccc1 | 7.1% | 1% | 5% | -7.9% | -3 | 758 | -5% | 7% | 9% | 0.9
N#Cc1cccc(Cn2cc(C(F)(F)F)ccc2=O)c1 | 0.8% | x | x | x | x | x | -2% | -4% | -5% | x
O=C(COC(=O)c1sc2ccccc2c1Cl)Nc1ncc(Cl)cc1Cl | -0.8% | -20% | -14% | 0.0% | -15 | 570 | -8% | -2% | 9% | 1
COCCN1C(=O)C(O)=C(C(=O)c2ccco2)C1c1cccc(Oc2ccccc2)c1 (stereo not given) | 0.5% | 7% | 1% | -1.2% | x | x | 2% | 11% | 23% | 1
Cn1c(N)c(C(=O)CSc2nc(N)cc(N)n2)c(=O)n(C)c1=O | 0.3% | -5% | -8% | -0.1% | 3 | 682 | 2% | -1% | 1% | 1.1
O=C1c2cccnc2C(=O)N1CNc1ccc(Cl)cc1 | -0.4% | 13% | 7% | -5.3% | 10 | 664 | -7% | 2% | -5% | 1.1
O=C(N1CCCCC1)C12CC3CC(CC(C3)C1)C2 | 2.0% | -16% | -8% | -8.2% | -1 | 704 | 3% | 2% | -4% | 1.1
Cc1nnc(SCc2ccc(Cl)cc2Cl)[nH]c1=O | 0.7% | 12% | 12% | -2.1% | -4 | 665 | 3% | 5% | 4% | 1.1
CCOC(=O)NC(=O)C(=CNNc1ncc(C(F)(F)F)cc1Cl)C(=O)NC(=O)OCC | -0.7% | -6% | -23% | -4.5% | -4 | 723 | 0% | 3% | -3% | 1.1
Cc1oc(-c2ccccc2)nc1C(=O)O | -2.0% | -5% | -6% | -8.6% | -14 | 712 | -1% | -1% | 3% | 1
O=c1c2ccccc2nc(-c2ccccc2)n1Cc1ccccc1 | 0.8%[50 µM] | -2% | -6% | -1.6% | 2 | 666 | 3% | 2% | -11% | 1.2
CCC(=O)NC(c1ccccc1OC)c1ccc2cccnc2c1O (stereo not given) | 0.6% | 50%* | 20% | -1.7% | -36 | 681 | 4% | -11% | 8% | 1
CCn1cc(Br)c(C(=O)Nc2ccc(OC)cc2)n1 | -0.9% | 8% | 10% | 0.3% | -4 | 746 | 1% | 9% | -4% | 1.1
CCC(=O)Nc1ccc(-c2ccc(NC(=O)CC)c(OC)c2)cc1OC | 0.4% | 6% | 4% | -6.1% | 4 | 676 | 5% | 3% | -11% | 1.1
O=C(COc1cccc2c1CCN(Cc1ccccc1F)C2=O)N1CCOCC1 | x | -1% | -5% | -6.8% | -12 | 551 | 4% | 6% | 6% | 1.1
COc1ccc(N2C(=O)CC(Sc3nnnn3-c3ccc(F)cc3)C2=O)cc1 (stereo not given) | -0.9% | 4% | 6% | -0.4% | -22 | 623 | -2% | 1% | 2% | 1
O=c1cc(CO)oc(C(Nc2ccccn2)c2ccc(C(F)(F)F)cc2)c1O (stereo not given) | 0.6% | 14% | -3% | -1.6% | x | x | 5% | -5% | -3% | 1.1
CCOC(=O)C1CCN(Cc2cc(=O)n3c(-c4ccccc4)csc3n2)CC1 | -0.3% | 9% | -3% | -4.3% | 1 | 687 | 14% | -8% | 3% | 1.1
Cc1ccc(-n2c(SCc3cc(=O)n4ccsc4n3)nnc2-c2cccnc2)c(C)c1 | -0.3% | 1% | -6% | 1.4% | x | x | 1% | -6% | -3% | 1.1
Cc1cc(C)cc(N=c2c([N+](=O)[O-])nn(-c3cccc(Cl)c3)n2O)c1 | -0.9% | 1% | 2% | -1.9% | 9 | 728 | -1% | 1% | 3% | 1
O=C(c1cccc(C(F)(F)F)c1)C1CCCN(C(=O)CCCn2cncn2)C1 (stereo not given) | 0.3% | 4% | 12% | -4.2% | -14 | 721 | 7% | -2% | 1% | 1.1
CCc1nnc(NC(=O)c2ccc(S(=O)(=O)NCC(C)C)cc2)s1 | 2.3% | 14% | 14% | -2.6% | -14 | 597 | -1% | 13% | 6% | 1.2
CC(=O)N1N=C(c2ccccc2)CC1c1cn(Cc2ccccc2)c2ccccc12 (stereo not given) | 2.6% | 2% | 2% | 0.2% | -16 | 562 | 1% | 1% | 6% | 1
COc1ccc(OC)c(C2CC(=O)C(C)C(c3cc(OC)ccc3OC)N2)c1 (stereo not given) | 1.2% | -6% | 8% | -4.6% | 11 | 825 | -2% | 3% | 2% | 1.1
CCOc1ccc(CCNC(=O)CN2C(=O)NC(CCSC)C2=O)cc1OCC (stereo not given) | 0.5% | 5% | 6% | -6.0% | 85* | 670* | -1% | 2% | 4% | 1
CNc1nc(OCC(F)(F)F)nc(N2CCOCC2)n1 | 0.1% | -1% | 1% | -5.2% | 2 | 750 | 1% | -1% | 5% | 1.1
Cc1ccccc1C1CCCN(C(=O)c2cc(COc3c(F)cccc3F)on2)C1 (stereo not given) | -0.2% | 9% | 18% | -4.8% | -14 | 729 | 1% | 5% | 12% | 1
CC(C)(C)C1CCc2c(sc(N)c2C(N)=O)C1 (stereo not given) | 1.1% | -13% | -17% | -4.3% | x | x | 4% | 7% | 5% | 1.1
CC1=C(C(=O)OC(C)C)C2(O)C(=O)c3ccccc3C2(O)N1 (stereo not given) | 2.1% | 46% | 34% | -7.3% | -6 | 749 | 2% | -4% | -15% | 1.1
CCCCC(CC)CNC(=O)Cn1c(=S)[nH]c2ncccc2c1=O (stereo not given) | x | -12% | -9% | -0.5% | 12 | 685 | 4% | -2% | -6% | 1.1
O=C(CC(c1ccccc1)C1CCCCC1=O)c1ccco1 (stereo not given) | 1.0% | 7% | 7% | 1.1% | -6 | 630 | 4% | -2% | -2% | 1.1
O=C(NCCN1CCOCC1)N1c2ccccc2Sc2ccccc21 | 3.9% | 0% | 3% | 0.9% | x | x | 3% | 6% | 5% | 1.1
O=C(NCC(c1cccs1)N1CCOCC1)c1ccc(Cl)c([N+](=O)[O-])c1 (stereo not given) | 1.3%[50 µM] | 5% | 0% | 0.3% | -8 | 610 | 4% | 6% | -5% | 1.1
CCOC(=O)CNc1c(-c2ccc(OC)cc2)nc2ccc(Cl)cn12 | 0.6% | 3% | -2% | -3.8% | 11 | 772 | 5% | 5% | 0% | 1.1
COC(=O)C1=C(C)NC(=S)NC1c1ccc(OC(=O)c2ccco2)cc1 (stereo not given) | 0.8% | x | x | -4.3% | 44 | 712 | 1% | 1% | -9% | 1
CC(NC(=S)Nc1ccccc1)C(c1cccs1)N1CCOCC1 (stereo not given) | -0.1%[50 µM] | x | x | x | -15 | 712 | -1% | -3% | 11% | x
CC(C(=O)NCC1CCCO1)N(C(=O)c1snc(C(N)=O)c1N)c1ccccc1 (stereo not given) | 0.4% | 6% | 11% | -3.0% | -3 | 709 | -4% | 8% | -12% | 1.1
CSC1=NCCN1C(=O)Cc1ccc(-c2ccccc2)cc1 | -0.2% | 5% | 5% | -1.2% | 0 | 656 | -7% | 8% | -11% | 1.1
Cc1ccc(C(=O)CC2(O)C(=O)N(C)c3ccccc32)s1 (stereo not given) | 0.4% | 9% | 8% | -4.5% | 8 | 729 | -2% | 7% | 41% | 1
CCNc1nc(Oc2ccc(C(=O)OC)cc2)nc(N(C)C)n1 | 0.5% | -4% | -2% | -4.6% | -7 | 752 | 8% | 6% | 1% | 1
Cc1c(C(=O)O)sc(=S)n1-c1ccc(Cl)cc1 | 0.4% | 7% | 9% | -0.7% | 5 | 658 | 14% | 1% | 9% | 1.1
CC(c1ccon1)N(C)C(=O)CCc1nnc(Cc2ccc(-c3ccccc3)cc2)o1 (stereo not given) | 2.0%[50 µM] | -2% | 7% | -9.7% | -19 | 682 | -3% | 6% | -5% | 1.1
CC(C)C(=O)Nc1cccc(C(=O)NCc2ccc3c(c2)OCO3)c1 | 5.8% | -3% | 1% | 1.0% | 0 | 731 | 21% | 4% | 15% | 1.1
CCOc1ccc2nc(NC(=O)CN3CCC(n4nnc5cc(F)ccc54)CC3)sc2c1 | 0.0% | 9% | 19% | -15% | 28 | 663 | 6% | 8% | -7% | 1.1
O=C(CCn1cnc2ccccc2c1=O)Nc1ccc(S(=O)(=O)N2CCCC2)cc1 | 0.6% | 10% | 8% | -3.9% | -14 | 653 | 5% | 5% | 3% | 1.1

Structures shown so far with an aryl methoxy group (six):
SMILES | UTI89 phage lysis | human PMI inhibitors | PMI inhibitors | XIAP displacement | Hep lipid drop | Hep lipid drop cells 6.5 µM | Siah-1 displacement | P. falciparum M1AAP | P. falciparum M17LAP | TNAP activation fold
CCC(=O)NC(c1ccccc1OC)c1ccc2cccnc2c1O (stereo not given) | 0.6% | 50%* | 20% | -1.7% | -36 | 681 | 4% | -11% | 8% | 1
CCn1cc(Br)c(C(=O)Nc2ccc(OC)cc2)n1 | -0.9% | 8% | 10% | 0.3% | -4 | 746 | 1% | 9% | -4% | 1.1
CCC(=O)Nc1ccc(-c2ccc(NC(=O)CC)c(OC)c2)cc1OC | 0.4% | 6% | 4% | -6.1% | 4 | 676 | 5% | 3% | -11% | 1.1
COc1ccc(N2C(=O)CC(Sc3nnnn3-c3ccc(F)cc3)C2=O)cc1 (stereo not given) | -0.9% | 4% | 6% | -0.4% | -22 | 623 | -2% | 1% | 2% | 1
COc1ccc(OC)c(C2CC(=O)C(C)C(c3cc(OC)ccc3OC)N2)c1 (stereo not given) | 1.2% | -6% | 8% | -4.6% | 11 | 825 | -2% | 3% | 2% | 1.1
CCOC(=O)CNc1c(-c2ccc(OC)cc2)nc2ccc(Cl)cn12 | 0.6% | 3% | -2% | -3.8% | 11 | 772 | 5% | 5% | 0% | 1.1
